SIAE inh: human SIAE inhibition, primary screen; SIAE FP-Rh probe binding, fluorescence polarization; 0.69% of 370,000 active; Q9HAT2; AID 1053197; inhibition, % at 9.66 µM;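 active = inhibition above a cutoff: mean of compounds within the control limits plus 3 SD of those, cut at about 17% in these data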;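 also: 0% = plate median of compound wells and 100% = probe without SIAE protein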
ABHD4 inh: inhibitors of mouse ABHD4; purified mABHD4, FP-Rh probe fluorescence polarization; inhibition, % at 8.92 µM; 0.54% of 370,000 active;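 active = inhibition exceeding the mean over every tested compound plus 3 SD, cut at about 30% in these data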;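 also: 0% = plate median of compound wells and 100% = S159A mutant with DMSO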
Target sequence (Q8VD66 whole entry, looked up): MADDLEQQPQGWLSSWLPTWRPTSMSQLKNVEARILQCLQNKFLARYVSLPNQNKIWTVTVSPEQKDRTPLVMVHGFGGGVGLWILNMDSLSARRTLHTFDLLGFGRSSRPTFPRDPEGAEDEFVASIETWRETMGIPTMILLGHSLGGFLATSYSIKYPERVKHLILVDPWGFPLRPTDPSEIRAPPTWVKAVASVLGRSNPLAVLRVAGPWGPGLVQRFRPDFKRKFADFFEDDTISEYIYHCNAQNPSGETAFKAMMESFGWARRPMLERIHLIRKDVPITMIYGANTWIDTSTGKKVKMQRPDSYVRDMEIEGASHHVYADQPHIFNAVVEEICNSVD
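Test system: mABHD4 protein; Read-out basis: % inhibition; Incubation: 45 min + 60 min at 25 °C; Repeats: single replicate; Technique: fluorescence polarization with parallel and perpendicular emission, 525/598 nm; Compound: 8.92 µM, single dose; Benchmarks: full inhibition S159A mutant plus DMSO, zero as sample-well median.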
TCR-CD3 inh: blocks the human TCR-CD3 interaction | 0.37% of 360,000 active | inhibition, % at 9.4 µM | TAMRA-labeled TCR probe fluorescence, biochemical | AID 651800; in the data active = inhibition above about 19%;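 also: recombinant mutant TCR 2C K166C tagged with TAMRA read by polarization; 0% = receptor in buffer alone and 100% = receptor with positive control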
PRMT1 FP inh: PRMT1 (human) inhibition, primary screen | Q99873 | recombinant PRMT1, activity-based probe fluorescence polarization | inhibition, % at 2.79 µM | 1.3% of 370,000 active;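 active = inhibition above about 21% made by adding two undisclosed values, limit read from the data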
TDP2 absorb: TDP2 (human) inhibition, absorbance primary screen; AID 720702; 0.34% of 370,000 active; inhibition, % at 12.8 µM; recombinant TDP2, T5PNP hydrolysis, p-nitrophenol absorbance 415 nm;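 active = inhibition above the mean of all tested compounds plus 3 SD, set per campaign, cut at about 25% in these data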;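 also: 0% = DMSO with enzyme and 100% = buffer with substrate but no TDP2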
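System: recombinant human TDP2 / Amount: 120 nM TDP2 per well / Also added: 5 mM T5PNP chromogenic substrate / Doses: 12.8 µM single point, 1% DMSO / Incubation: 2 h at 37 °C / Detection: p-Nitrophenol epi absorbance / Evaluation: % inhibition relative to enzyme-containing and enzyme-free wells / Repeats: singlicate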
NPR2 activator: GC-B (human) receptor activation; P20594; HEK293-GC-B cells, CNP EC30, cGMP TR-FRET; 0% at EC30 CNP, 100% saturating CNP; activation, % at 10 µM; 0.11% of 370,000 active;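 active = activation at 10 µM reaching about 35% in either raw or pattern-adjusted values, limit read from the data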
LEDGF integ inh: blocks HIV-1 LEDGF/p75-dependent DNA integration; TR-FRET IN-LEDGF/p75 DNA integration, Eu/Cy5; inhibition, % at 3.7 µM; 0.64% of 370,000 active;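 active = inhibition above the screen-wide mean plus 3 SD, cut at about 13% in these data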;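 also: signal is the Cy5 over europium emission ratio at 671 and 618 nm; 0% = plate median of compound wells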
rCAG RNA binder: r(CAG) repeat RNA binding; TO-PRO-1 dye displacement fluorescence; inhibition, % at 3 µM; 1.3% of 370,000 active; AID 651821;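 active = inhibition above the plate cutoff, the mean of all test compounds on that plate plus 3 SD, cut at about 35% in these data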;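 also: 0% = DMSO alone and 100% = 100 µM mitoxantrone as full dye displacement; higher means more dye released from RNA so lower well fluorescence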
MBD2 inh: MBD2-methylated oligo binding inhibition. 0.31% of 370,000 active. inhibition, % at 4.4 µM. AID 686964. Q9UBB5. TR-FRET, MBD2 binding to methylated oligonucleotide; in the data active = inhibition above about 13%
HTRA1 inhibitor: blocks human HTRA1 serine peptidase; AID 504803; inhibition, % at 5.96 µM; recombinant HTRA1, FP-rhodamine activity-based probe, fluorescence polarization; 0.5% of 340,000 active; in the data active = inhibition above about 36%;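 also: 0% = enzyme with DMSO and 100% = wells lacking enzyme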
Target sequence (Q92743 whole entry, looked up): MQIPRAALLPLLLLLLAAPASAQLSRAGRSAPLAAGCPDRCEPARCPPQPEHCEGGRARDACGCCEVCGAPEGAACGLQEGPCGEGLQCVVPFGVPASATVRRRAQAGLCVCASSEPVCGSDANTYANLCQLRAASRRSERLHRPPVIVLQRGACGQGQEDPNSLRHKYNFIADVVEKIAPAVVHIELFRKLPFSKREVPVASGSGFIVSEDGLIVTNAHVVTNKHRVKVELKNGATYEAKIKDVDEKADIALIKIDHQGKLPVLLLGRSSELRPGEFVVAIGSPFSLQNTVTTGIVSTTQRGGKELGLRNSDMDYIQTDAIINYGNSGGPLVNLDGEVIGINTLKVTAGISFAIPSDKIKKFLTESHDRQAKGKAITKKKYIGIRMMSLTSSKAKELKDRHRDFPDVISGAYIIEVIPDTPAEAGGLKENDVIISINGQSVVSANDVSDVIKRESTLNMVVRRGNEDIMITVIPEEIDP
* hit, by the source's call; · = not tested or not shown. Some of the compounds tested; the hit share may differ from the screen's.

SMILES | SIAE inh | ABHD4 inh | TCR-CD3 inh | PRMT1 FP inh | TDP2 absorb | NPR2 activator | LEDGF integ inh | rCAG RNA binder | MBD2 inh | HTRA1 inhibitor
CC(OC(=O)c1ccc2ccccc2c1)C(=O)N(C)Cc1ccccc1 (stereo unspecified) | -6 | -10 | 1 | 0 | 0 | -3 | -1 | -4 | 2 | -23
CCC1(c2ccccc2)NC(=O)N(CC(=O)Nc2ccc3c(c2)CCC3)C1=O (stereo unspecified) | -3 | -7 | -3 | 0 | -4 | 6 | -5 | 1 | 1 | -7
COc1cc(OC)cc(C(=O)NCCSCc2ccc(Cl)cc2)c1 | -1 | -13 | 8 | -2 | 0 | -6 | -1 | -3 | 3 | -34
CC1CCCCN1C(=O)CSc1nnc(-c2cccnc2)o1 (stereo unspecified) | 0 | -1 | 3 | 0 | 1 | -3 | 3 | -1 | 2 | -5
COc1cccc(Nc2nnc(SCc3nc4ccccc4s3)s2)c1 | 8 | -15 | -3 | 15 | 3 | -10 | 3 | 4 | 2 | -41
O=C(O)CCCC(=O)NCc1c(Cl)cccc1Sc1ccc(Cl)cc1 | 12 | -6 | 3 | -2 | 0 | 0 | 6 | 3 | 1 | 9
CC1=C(C(=O)OCc2ccccc2)C(c2ccccc2Br)NC(=O)N1 (stereo unspecified) | -2 | -8 | 12 | -1 | 7 | -10 | 2 | -7 | 3 | -18
CNc1nc(SC)nc(N(C)C#N)n1 | -1 | -2 | 0 | -4 | -11 | 1 | 1 | 4 | -3 | 1
CCOC(=O)C1(Cc2ccc(OC)cc2)CCN(C(=O)c2cc(C)nn2C)CC1 | 1 | -3 | 8 | -1 | 15 | 4 | -1 | -9 | 2 | 4
CCOc1cc(C)c(S(=O)(=O)Nc2ccc(F)cc2)cc1C | -8 | -11 | 0 | -1 | -8 | 3 | 0 | 0 | 3 | -24
N#CCC(=O)NCCCc1ccccc1 | -4 | 10 | -5 | 2 | 0 | -3 | -4 | -3 | 4 | -2
C#CCN(C(=O)c1ccc(OC2CCN(Cc3ccccn3)CC2)cc1)C1CCCCC1 | 4 | -2 | 2 | 2 | -4 | 5 | 0 | -9 | 2 | 1
CCCC[C@H]1C2CC(OC(=O)Nc3ccccc3C(F)(F)F)C(C2)[C@H]2CCCCN21 (stereo partly specified) | -1 | 3 | · | 5 | 4 | -4 | -6 | 2 | 2 | ·
COC(=O)[C@]12C[C@H](CC(=O)NCc3ccc(OC)c(OC)c3)C(=O)N(Cc3ccc4c(c3)OCO4)C1=C[C@H](C(C)C)O[C@@H]2C1CC1 | -7 | -2 | · | -6 | -2 | -4 | 1 | 3 | -2 | ·
CCCCSc1nnc([C@@H](NC(=O)OC(C)(C)C)C(C)C)o1 | 6 | 4 | 0 | -2 | -4 | 4 | 5 | -6 | -8 | 6
CC(C)(C)c1cc(CCC(=O)N2CCC2)cc(C(C)(C)C)c1O | 4 | -21 | 1 | -2 | 0 | 3 | 1 | -8 | -1 | -1
C=CCSc1nc2c(c(=O)[nH]1)C(C(C)C)C(C#N)=C(N)O2 (stereo unspecified) | 0 | -5 | -6 | 1 | 2 | -3 | 2 | 1 | -7 | -1
CN(C)Cc1c(C(=O)N/N=C/c2ccc(-c3ccccc3)cc2)nnn1-c1nonc1N | 6 | -2 | 1 | -1 | 21 | -1 | 0 | -1 | 4 | 1
CCC(c1nnnn1Cc1ccc2c(c1)OCO2)N1CCN(c2ccc(F)cc2)CC1 (stereo unspecified) | -2 | -3 | 1 | -1 | 2 | -6 | -6 | -9 | 1 | 5
O=C1CCC(C(=O)OCC(=O)c2ccccc2)N1 (stereo unspecified) | -5 | 4 | -8 | 2 | -3 | 1 | -9 | -1 | -2 | 3
C1CCC2(CC1)OCC1(CO2)COC2(CCCCC2)OC1 | 0 | 3 | 8 | -1 | -1 | -4 | -1 | -3 | -4 | -5
O=C(CSc1nnc(-c2ccco2)o1)c1ccc([N+](=O)[O-])cc1 | 15 | 6 | -1 | -1 | 8 | -2 | 1 | 8 | -4 | ·
CCOC(=O)c1c(C)[nH]c(C(=O)OCC(=O)Nc2ccc(OCC)cc2)c1C | 10 | -3 | 0 | -2 | 12 | -5 | 1 | 3 | -2 | 3
COc1ccccc1S(=O)(=O)N(C)C[C@H]1OCc2cn(nn2)CCCC(=O)N([C@H](C)CO)C[C@@H]1C | 3 | 4 | 0 | -5 | -5 | 3 | -3 | 1 | -2 | 2
N#Cc1c(Cn2cncn2)nc(=O)n(-c2ccc(Cl)cc2)c1N | 2 | -1 | -2 | 0 | -1 | -4 | -3 | 2 | -1 | 3
CC(C)=CCSc1nnc(CCNC(=O)OC(C)(C)C)o1 | 4 | 1 | 4 | 0 | -1 | 0 | -4 | -4 | -3 | -5
COC(=O)C1CN(C2CCCC2)CCS(=O)(=O)N1Cc1ccc(C)cc1 (stereo unspecified) | 5 | 0 | · | 1 | 5 | 0 | -3 | 2 | -1 | ·
CCOc1cc(/C=N/n2c(C)nc3ccccc3c2=O)ccc1O | 2 | 1 | -1 | -4 | -4 | -5 | 2 | 2 | -2 | 3
OC[C@@H]1CN(Cc2cccs2)C[C@H](n2cnc3c(NC4CCCC4)ncnc32)O1 | 2 | 6 | -2 | -4 | -7 | 6 | 0 | 1 | -4 | ·
CCN(CC)c1ccc(/C=N/NC(=O)CNC(=O)C2COc3ccccc3O2)c(O)c1 (stereo unspecified) | 12 | 11 | 0 | 4 | 2 | -4 | -9 | 6 | 0 | 17
NC(c1ccc(F)c(F)c1)c1nc(-c2cc(F)cc(F)c2)cs1 (stereo unspecified) | -6 | -1 | 5 | -3 | -3 | 2 | 1 | -1 | 0 | ·
CC1(C(=O)Nc2cccc(NS(C)(=O)=O)c2)Cc2c(-c3ccc(C(N)=O)cc3)ccnc2O1 (stereo unspecified) | -7 | 5 | -6 | -4 | -16 | 8 | 3 | 4 | -6 | ·
O=[N+]([O-])c1ccc(/C=N/Nc2ncc(Br)cn2)cc1 | -4 | 2 | 0 | -2 | 1 | 1 | -1 | 0 | 4 | 6
S=C(NCc1ccccc1Cl)Nc1ccccc1Cl | 2 | -8 | -1 | 3 | 1 | 1 | -2 | -1 | -1 | -3
Cc1cnc(NC(=O)/C=C/c2ccc(Br)o2)s1 | -6 | 0 | 6 | 1 | 2 | -3 | 0 | 0 | 3 | 6
CCOc1ccccc1NC(=O)NCCCCc1ccccc1 | 8 | -6 | 4 | 0 | 0 | 1 | 0 | -3 | -1 | -13
Cc1[nH]c(=O)c(C#N)c(C)c1[N+](=O)[O-] | 2 | -4 | -3 | 5 | 3 | -2 | 0 | -3 | 3 | 4
CCCCn1nnnc1C1(C)CCC(=O)N1CCOC (stereo unspecified) | 5 | 2 | -3 | -2 | 12 | -1 | -1 | 2 | -3 | ·
O=C(Nc1nc2cc3c(cc2s1)OCO3)C1CC1 | 1 | -5 | 2 | 2 | 9 | -7 | 1 | 0 | 5 | 12
CC(=O)NC(Cc1cccc(C)c1)C(=O)NC1CCN(C(=O)NCc2ccccc2)CC1 (stereo unspecified) | -2 | -2 | 7 | 1 | 1 | 4 | 3 | -3 | -3 | 9
COc1cccc(COC(=O)c2ccc3c(=O)n4c(nc3c2)CCC4)c1OC | -23 | -16 | 2 | -1 | -2 | 1 | -2 | 8 | 2 | -18
CN1CCN(S(=O)(=O)c2cccc(C#N)c2)C(c2ccccc2)C1 (stereo unspecified) | 3 | -3 | 4 | -5 | 13 | -3 | -1 | -2 | 1 | -3
O=C(O)c1ccc(/C=C(\c2nc3ccccc3[nH]2)c2nc3ccccc3s2)cc1 | -8 | -8 | 5 | -2 | -4 | 1 | 2 | 22 | -5 | -13
OC(c1ccccc1)C1(c2ccccc2)CCN(Cc2ccccc2)CC1 (stereo unspecified) | -1 | 4 | 1 | -4 | 5 | -2 | 0 | -1 | 0 | ·
COc1ccc(NC(=O)CN2CCC3(O)CCCCC3C2c2cc(OC)ccc2OC)cc1 (stereo unspecified) | 3 | -3 | 4 | -1 | 9 | -11 | -1 | 0 | -1 | -5
CCOC(=O)c1ccccc1NC(=O)Cn1cnc2c(oc3ccccc32)c1=O | -1 | -7 | -2 | 2 | -3 | 0 | 2 | 0 | 2 | -1
CN(C(=O)CN1C(=O)CCSc2ccc(S(=O)(=O)N3CCCC3)cc21)c1ccccc1 | 2 | 5 | -5 | 4 | 7 | -14 | -2 | 0 | 0 | 0
CC(=O)NC1C(=O)N=C(SCC(=O)NC2CCCCC2)NC1=O (stereo unspecified) | 0 | -1 | 2 | 17 | 12 | 3 | -2 | -3 | -3 | -5
O=C(CSCc1ccc(F)cc1)N1CCOCC1 | 0 | -1 | 10 | -3 | -2 | 2 | 2 | -1 | -2 | -3
COc1ccccc1N1C(=O)c2cccnc2C1=O | -1 | 2 | -3 | 4 | 12 | 1 | -3 | 0 | 4 | 1
CCCOc1ccc(-c2nnn(CC(=O)N3CCCCC3)n2)cc1 | -1 | -3 | -1 | 0 | 12 | 2 | 1 | -5 | 2 | 2
CC(C)C(C(=O)Nc1ccccc1F)N1C(=O)c2ccccc2C1=O (stereo unspecified) | -9 | -7 | 2 | -3 | -8 | 2 | 6 | -4 | -4 | -2
O=C(OCCN=C1NS(=O)(=O)c2ccccc21)c1cccnc1 | 4 | 10 | 5 | 0 | 10 | 0 | 0 | 1 | -4 | 2
Cc1ccc(S(=O)(=O)N2CCC(=O)N(CCO)CC2)cc1 | 5 | 4 | 6 | -3 | 4 | 4 | -3 | 2 | 3 | -3
O=C(CCNc1ccccc1)c1cccc([N+](=O)[O-])c1 | 4 | 6 | 1 | 36* | -6 | -4 | -3 | 4 | -4 | 4
Cc1ccc(Cn2ncc3c(NN)ncnc32)cc1 | -6 | 6 | -2 | -7 | -9 | 1 | 6 | 0 | 0 | 0
O=C(NCc1ccccn1)c1cccc(S(=O)(=O)Nc2ccccc2Cl)c1 | 3 | 3 | -2 | -1 | -6 | 2 | -1 | 7 | 4 | 13

Arranged by molecular weight (descending): part of the list above.
SMILES | SIAE inh | ABHD4 inh | TCR-CD3 inh | PRMT1 FP inh | TDP2 absorb | NPR2 activator | LEDGF integ inh | rCAG RNA binder | MBD2 inh | HTRA1 inhibitor
OC(c1ccccc1)C1(c2ccccc2)CCN(Cc2ccccc2)CC1 (stereo unspecified) | -1 | 4 | 1 | -4 | 5 | -2 | 0 | -1 | 0 | ·
CN1CCN(S(=O)(=O)c2cccc(C#N)c2)C(c2ccccc2)C1 (stereo unspecified) | 3 | -3 | 4 | -5 | 13 | -3 | -1 | -2 | 1 | -3
CC(C)C(C(=O)Nc1ccccc1F)N1C(=O)c2ccccc2C1=O (stereo unspecified) | -9 | -7 | 2 | -3 | -8 | 2 | 6 | -4 | -4 | -2
COc1ccccc1N1C(=O)c2cccnc2C1=O | -1 | 2 | -3 | 4 | 12 | 1 | -3 | 0 | 4 | 1
